# Mdm2-MdmX inh – human Mdm2/MdmX binding inhibition | inhibition, % at 8 µM | hit rate 3% among 330,000 | SaOS-2 split-luciferase Mdm2/MdmX complementation, luminescence | AID 485346 | O15151+Q00987;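 active means inhibition of at least 50% at 8 µM in the primary screen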
# Target sequence (O15151 whole entry, looked up): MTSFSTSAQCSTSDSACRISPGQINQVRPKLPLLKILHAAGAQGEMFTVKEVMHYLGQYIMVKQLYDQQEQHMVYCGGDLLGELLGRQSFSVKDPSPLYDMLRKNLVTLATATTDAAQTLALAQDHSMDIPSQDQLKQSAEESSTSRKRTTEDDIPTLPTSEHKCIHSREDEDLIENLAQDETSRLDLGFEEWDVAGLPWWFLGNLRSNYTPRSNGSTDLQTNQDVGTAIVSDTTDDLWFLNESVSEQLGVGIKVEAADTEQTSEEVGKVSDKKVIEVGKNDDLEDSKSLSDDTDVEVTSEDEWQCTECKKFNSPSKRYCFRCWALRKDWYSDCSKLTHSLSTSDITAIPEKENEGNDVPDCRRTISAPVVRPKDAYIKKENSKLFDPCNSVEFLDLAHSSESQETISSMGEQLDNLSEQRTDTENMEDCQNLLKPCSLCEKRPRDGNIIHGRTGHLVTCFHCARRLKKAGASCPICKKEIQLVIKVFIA
# Target sequence (Q00987 whole entry, looked up): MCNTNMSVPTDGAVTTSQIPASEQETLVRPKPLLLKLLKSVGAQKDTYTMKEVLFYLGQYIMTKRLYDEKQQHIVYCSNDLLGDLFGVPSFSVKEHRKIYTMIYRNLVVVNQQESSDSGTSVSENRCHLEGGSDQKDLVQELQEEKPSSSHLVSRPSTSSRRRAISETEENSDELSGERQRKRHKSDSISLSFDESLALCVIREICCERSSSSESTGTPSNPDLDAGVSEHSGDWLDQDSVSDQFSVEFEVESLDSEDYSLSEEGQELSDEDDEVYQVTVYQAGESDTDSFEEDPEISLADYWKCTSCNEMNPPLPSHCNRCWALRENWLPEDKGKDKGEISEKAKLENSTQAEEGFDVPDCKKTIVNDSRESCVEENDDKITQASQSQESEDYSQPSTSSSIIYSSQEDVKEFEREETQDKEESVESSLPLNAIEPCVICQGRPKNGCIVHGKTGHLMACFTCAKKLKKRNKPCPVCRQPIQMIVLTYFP
# APJ agonist – APJ receptor agonism; CHO-K1 APJ PathHunter beta-arrestin, luminescence; 0% DMSO wells, 100% apelin; activation, % at 20 µM; hit rate 0.11% among 330,000; AID 2520;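 active means activation more than six SD over the plate average, tested at 20 µM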;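 further: 0% = DMSO alone and 100% = apelin-13 at 10 nM; some results filed as inactive read as strong as hits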
#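 Test system – PathHunter CHO-K1 APJ (AGTRL-1) beta-arrestin reporter cells · Input – 1000 cells/well · Compound – single test compound dose, 20 µM final, 1% DMSO · Times – compound stimulation 90 min at 25 °C, detection 60 min · Technique – beta-gal luminescence · Read-out basis – APJ–arrestin association signal · Control set – negative DMSO alone, positive Apelin-13 at 10 nM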
# TIM10 inh – inhibits growth of TIM10 yeast strain; inhibition, % at 10 µM; S. cerevisiae TIM10 strain growth, BacTiter-Glo luminescence, 24 h; AID 463195; hit rate 1.4% among 330,000;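 active means inhibition of 40% or more at the single tested concentration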;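 further: wild-type TIM10 isogenic control strain grown at permissive 25 °C; 0% = DMSO yeast wells and 100% = minimal medium wells without yeast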
# NLRP3 yeast inh – blocks the NALP3 inflammasome reconstituted in yeast. Yeast reconstituted NLRP3/ASC/caspase-1, beta-gal luminescence, 24 h. inhibition, % at 10 µM. hit rate 0.39% among 330,000;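 active means inhibition of 50% or more; inactive means inhibition below 50%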;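 further: plate controls were induced DMSO wells for no effect and uninduced yeast grown without galactose for full effect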
# UPR CHOP act – activators of apoptotic arm of unfolded protein response (CHOP); activation, % at 10 µM; hit rate 0.34% among 330,000; CHO-CHOP luciferase reporter, UPR activation, luminescence; percent of tunicamycin response over DMSO baseline; AID 449763;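 active means at 10 µM dose, activation of 40% or more, normalized to positive control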;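 further: 100% = tunicamycin at 10 µg/mL and 0% = DMSO alone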
#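 Test system: CHO CHOP reporter cells. Input: 500 CHO-CHOP cells per well. Medium: F12 with 10% FBS. Technique: luciferase luminescence. Measure: percent activation relative to tunicamycin control. Dosing: 10 µM compound, 0.5% DMSO. Timing: 16-18 h cell attachment, then 6 h compound exposure, 37 °C.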
# tim23-1 inh – inhibits growth of tim23-1 mutant yeast. S. cerevisiae tim23-1 growth, BacTiter-Glo luminescence, 24 h. inhibition, % at 20 µM. hit rate 1.3% among 330,000;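 active means growth inhibition of the mutant yeast at or above 50%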;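 further: temperature-sensitive mutant grown at 25 °C; plate controls were DMSO-treated mutant yeast for no effect and medium wells lacking yeast for full effect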
# tim10-1 inh – growth inhibitors of tim10-1 mutant yeast; S. cerevisiae tim10-1 ts strain growth, BacTiter-Glo, 24 h; inhibition, % at 20 µM; hit rate 2.2% among 330,000; AID 463190;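 active means inhibition of at least 40%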;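 further: mutant grown at 25 °C; 0% = DMSO wells with yeast and 100% = wells holding no yeast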
# NR3A LBD binder – modulates the human NR3A ligand-binding domain | Tm shift relative to glycine control, % at 25 µM | NR3A LBD differential scanning fluorimetry, Tm shift; 0% = protein alone, 100% = glycine-bound protein | hit rate 2.5% among 340,000;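 active means melting temperature shift of at least 10% of the positive control shift, at one fixed dose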
# XBP1 UPR activ – adaptive UPR (XBP1) activation. CHO-XBP1 luciferase reporter, IRE1-XBP1 UPR activation, luminescence; percent of tunicamycin response, DMSO as zero. activation, % at 20 µM. hit rate 0.33% among 330,000. AID 463104;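 active means versus positive control, 20 µM dose yields 30% or more activation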;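 further: 100% = tunicamycin at 10 µg/mL and 0% = DMSO only wells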
#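 Assay system: IRE1-XBP1 luciferase reporter CHO line. Input: 1000 cells/well. Buffer or medium: F12 with 10% serum. Doses: 20 µM, 1% DMSO. Times: overnight seeding at 37 °C, 6 h compound treatment at 37 °C. Technique: Steady-Glo luciferase glow luminescence, 10 min after reagent addition.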
# * hit, by the source's call.
SMILES,Mdm2-MdmX inh,APJ agonist,TIM10 inh,NLRP3 yeast inh,UPR CHOP act,tim23-1 inh,tim10-1 inh,NR3A LBD binder,XBP1 UPR activ
O=C(CSc1nc2ccccc2c(=O)n1Cc1ccco1)NCc1ccccc1,4.6,1.4,9.0,-9.6,2.1,9.0,7.0,-0.5,0.6
CC(=O)Nc1ccc(NS(=O)(=O)Cc2ccccc2)cc1,-9.6,1.3,10.8,1.1,1.3,-0.9,9.9,-0.2,0.6
Cc1cccc2c(N=Nc3ccc(S(=O)(=O)Nc4ccc(Cl)cc4)cc3[N+](=O)[O-])c(O)[nH]c12,20.2,-2.9,1.3,24.9,-1.0,10.9,10.1,-2.6,-2.3
CC(=C1C(=O)c2ccccc2C1=O)N1CCN(c2ccc(F)cc2)CC1,-19.1,0.7,19.4,-6.0,0.2,13.3,-4.1,2.2,-3.0
Cc1ccc(NC(=O)CCn2c(=O)c3cccn3c3ccccc32)c(C)c1,-5.0,1.9,7.7,14.6,-0.4,34.4,16.2,0.1,-0.8
C=CCNC(=O)COc1coc(CN2CCN(C(=O)c3ccco3)CC2)cc1=O,-5.8,3.1,5.2,14.8,1.4,-11.5,-0.1,-0.3,0.8
C/C(=N\Nc1nc(C)cc(-c2ccccc2)n1)c1cccc(N)c1,-1.6,-3.4,15.1,20.7,5.7,36.4,20.4,-2.2,-0.2
COCCn1c(SCC(=O)N2CCCCC2)nc2c([nH]c3ccccc32)c1=O,8.0,-0.7,4.5,16.7,-0.1,11.4,16.9,-3.1,-2.3
Cc1ccc([N+](=O)[O-])cc1-c1ccc(/C=N\n2nnnc2N)o1,23.3,-1.2,-6.3,-24.1,-0.1,-21.6,12.1,9.9,0.1
COc1ccc(CC(=O)N(CC2CCCO2)c2nc3ccccc3s2)cc1 (centres undefined),-2.0,0.2,14.2,8.5,4.8,-6.2,0.6,-5.2,-2.5

# The final 4 entries of the part before open the next one:
SMILES,Mdm2-MdmX inh,APJ agonist,TIM10 inh,NLRP3 yeast inh,UPR CHOP act,tim23-1 inh,tim10-1 inh,NR3A LBD binder,XBP1 UPR activ
C/C(=N\Nc1nc(C)cc(-c2ccccc2)n1)c1cccc(N)c1,-1.6,-3.4,15.1,20.7,5.7,36.4,20.4,-2.2,-0.2
COCCn1c(SCC(=O)N2CCCCC2)nc2c([nH]c3ccccc32)c1=O,8.0,-0.7,4.5,16.7,-0.1,11.4,16.9,-3.1,-2.3
Cc1ccc([N+](=O)[O-])cc1-c1ccc(/C=N\n2nnnc2N)o1,23.3,-1.2,-6.3,-24.1,-0.1,-21.6,12.1,9.9,0.1
COc1ccc(CC(=O)N(CC2CCCO2)c2nc3ccccc3s2)cc1 (centres undefined),-2.0,0.2,14.2,8.5,4.8,-6.2,0.6,-5.2,-2.5
O=C(COCc1nc2ccccc2c(=O)[nH]1)NCC1CCCCC1,20.6,-7.1,-11.7,19.8,-0.2,-2.9,-15.7,-2.7,-0.4
COc1ccc(/C=N/NC(=O)CNS(=O)(=O)c2ccc(C)cc2)cc1,-8.4,1.8,3.1,-1.9,-1.6,2.4,13.9,-1.4,0.8
O=C(Nc1ccc2c(c1)CCC2)c1cnccn1,-71.2,-1.9,-1.0,9.7,3.0,11.1,31.3,-12.3,0.3
CN(Cc1ccccc1OCCO)CC1CCCN(CCc2ccc(Cl)cc2)C1 (centres undefined),41.7,-2.8,-7.3,32.2,1.1,-28.8,-10.4,-2.9,-4.5
CCc1ccc(NC(=S)NC2CC3CCCC(C2)N3Cc2ccccc2)cc1 (centres undefined),39.9,-2.8,-11.8,30.6,2.7,-4.7,-22.1,2.5,-3.6
Cc1cccc(-c2nc(CN3CCN(Cc4cccc(F)c4)CC3)c(C)o2)c1,-15.4,-2.3,13.3,16.6,0.8,12.5,9.3,-0.7,1.4
Cc1cc(=O)[nH]c(SCC(=O)Nc2cc(S(=O)(=O)N(C)C)ccc2Cl)n1,20.4,-3.4,-7.9,9.6,-1.9,1.4,-1.4,-2.5,13.4
O=C(CCN1CCCC1)Nc1ccc(Br)cc1,3.6,-2.7,-7.2,14.4,-0.7,13.4,17.2,0.5,-2.0
CC(C)CC(=O)N1CC(=O)Nc2ccc(F)cc2C1c1ccccc1 (centres undefined),-28.0,-1.5,15.5,10.8,0.7,11.8,7.7,1.6,-3.4
CSc1ccccc1NC(=O)c1cc2c(=O)n3ccccc3nc2s1,17.2,7.9,-17.5,18.2,1.5,-11.8,-12.5,0.8,4.4
Cc1ccc2c(Cl)cc(Cl)c(OCC(=O)NC(C)(C)C)c2n1,-1.4,-2.6,13.4,6.8,0.3,14.2,7.1,-18.4,0.8
CC(CCc1ccccc1)C(=O)NO (centres undefined),1.2,0.1,5.1,10.8,1.0,3.2,4.3,-2.0,1.7
Cc1cs/c(=N/C(=S)Nc2ccccc2)n1C,-115.2,-2.5,3.4,19.4,1.9,-11.5,15.5,-3.6,-1.8
CCn1ccnc1CC1COc2ccccc2O1 (centres undefined),27.9,-3.6,-5.8,17.7,1.2,-6.1,3.3,-0.8,-2.3
Cc1ccc(C)c(-n2c(-c3ccc4c(c3)OCO4)n[nH]c2=S)c1,24.7,-4.1,17.8,18.1,0.6,14.2,29.1,0.3,-0.3
Cc1ccc(C(=O)N2CCN(c3ccc([N+](=O)[O-])c(NCc4ccco4)c3)CC2)cc1,26.3,-4.3,8.6,18.8,1.3,19.3,1.4,-2.5,0.7
O=C(NC1CCSC1=O)C1CCCCC1 (centres undefined),16.2,0.8,-7.0,-13.0,1.8,-1.0,3.9,0.8,-1.0
CC(=O)NCCn1c(SCC(=O)NCc2ccco2)nc2ccccc2c1=O,21.0,-3.4,6.9,7.3,-1.4,-20.3,7.7,-1.6,0.5
COc1cccc(NC(=O)C2CCN(S(=O)(=O)c3ccc4c(c3)CC(C)N4C(C)=O)CC2)c1 (centres undefined),25.7,-0.6,-2.9,5.0,-0.2,9.6,5.9,-0.7,-5.5
O=S(=O)(c1ccc(Cl)c(NC(=S)Nc2ccccc2N2CCOCC2)c1)N1CCOCC1,14.3,-5.5,14.3,26.1,0.1,29.2,32.7,0.2,-2.3
CCOc1cccc2cc(C(=O)N3CCN(C/C=C/c4ccccc4)CC3)c(=O)oc12,15.9,-5.7,31.4,-10.3,-1.0,27.1,29.2,5.3,-0.1
COc1ccc(NC(=O)c2ccc(COc3ccccc3Br)o2)c(OC)c1,24.2,1.0,13.3,9.0,-0.1,8.6,4.1,-0.1,-1.7
Nc1ccc(-c2n[nH]c(=O)c3ccccc23)cc1N,24.4,-1.0,9.2,8.0,-1.6,10.9,1.9,-1.3,-2.9
CC12CCC(=O)N1C(C(=O)NNC(=O)c1ccccc1)CS2 (centres undefined),2.6,-0.4,-11.8,7.7,-2.5,-11.7,-4.0,-2.8,1.1
Cc1ccc(S(=O)(=O)NCC(=O)OCC(=O)c2cc(C)n(-c3ccccc3)c2C)cc1,-45.1,-0.6,6.6,1.6,1.0,10.5,6.6,3.9,-2.6
O=C(CN(C(=O)CNC(=O)c1ccco1)c1ccc(F)cc1)NC1CCCCC1,6.6,-0.8,2.5,9.2,2.4,11.4,-11.6,-0.8,-3.4
O=C1NC(=S)N/C1=C/c1cc([N+](=O)[O-])ccc1N1CCOCC1,13.0,-3.1,7.9,2.5,0.8,-3.4,-7.1,8.9,-0.9
Cc1ccc(OCCC(=O)OCC(=O)Nc2cc(S(=O)(=O)N(C)C)ccc2C)cc1,16.3,-2.2,17.9,10.9,1.2,8.7,23.2,1.7,3.5
COc1cccc(NC(=O)CN2C(=O)NC3(CCCC3)C2=O)c1,-8.3,0.9,-13.6,10.1,0.6,-4.8,-3.0,0.6,-0.5
O=C(N/C(=C/c1ccc(F)cc1)C(=O)N1CCCC1)c1ccccc1,-0.8,-1.2,22.8,16.5,2.1,8.7,15.5,0.8,6.9

# Molecules from the list above with bromine, in the order listed:
SMILES,Mdm2-MdmX inh,APJ agonist,TIM10 inh,NLRP3 yeast inh,UPR CHOP act,tim23-1 inh,tim10-1 inh,NR3A LBD binder,XBP1 UPR activ
O=C(CCN1CCCC1)Nc1ccc(Br)cc1,3.6,-2.7,-7.2,14.4,-0.7,13.4,17.2,0.5,-2.0
COc1ccc(NC(=O)c2ccc(COc3ccccc3Br)o2)c(OC)c1,24.2,1.0,13.3,9.0,-0.1,8.6,4.1,-0.1,-1.7

# (continued)
SMILES,Mdm2-MdmX inh,APJ agonist,TIM10 inh,NLRP3 yeast inh,UPR CHOP act,tim23-1 inh,tim10-1 inh,NR3A LBD binder,XBP1 UPR activ
O=C(COC(=O)/C=C/c1ccc(F)cc1)Nc1ccc(S(=O)(=O)N2CCOCC2)cc1,-0.8,-1.7,16.3,13.5,1.9,31.4,16.9,-7.1,-3.3
COc1cc(NC(=O)c2cccs2)c(C(=O)OCC(=O)c2cc(C)n(-c3ccccc3)c2C)cc1OC,42.1,-3.1,2.5,18.0,-9.8,18.4,2.1,0.9,-8.9
CC(C)(C)C(=O)NNC(=O)CCCOc1ccc(Cl)cc1Cl,-14.6,-2.7,-16.6,13.5,-0.2,16.1,12.3,1.3,-3.6
Cc1cc(C)nc(NS(=O)(=O)c2ccc(NC(=O)CN3C(=O)C4CC=CCC4C3=O)cc2)n1 (centres undefined),17.5,-0.4,10.9,17.0,1.7,1.4,10.2,1.2,3.3
Nc1nnnn1/N=C/c1ccccc1OCc1ccc(Cl)cc1Cl,19.7,-0.2,-10.0,18.6,-0.1,12.0,26.4,6.7,0.0
Cc1cc(OCCCCNC(C)C)cc(C(C)C)c1,9.2,-0.7,2.0,16.3,7.1,-1.0,-13.3,-1.6,-1.5
CCc1c(C)sc(NC(=O)Cn2nc(C(F)(F)F)c3c2CCCC3)c1C#N,16.4,-3.8,-11.7,1.3,0.8,7.9,-3.9,8.7,-1.6
CCOC(=O)C1CCCN(C(=O)C2CCN(C(=O)Nc3ccccc3)CC2)C1 (centres undefined),-20.5,3.6,4.3,12.1,2.1,5.4,1.8,-0.3,-2.2
CCOC(=O)N1CCC(NC(=O)CS(=O)(=O)Cc2nc(-c3cccc(OC)c3)oc2C)CC1,2.6,-3.3,6.9,3.5,0.5,5.1,3.7,2.2,0.1
O=C(NCCc1ccccc1)C1CCN(S(=O)(=O)c2ccc(-c3nn[nH]n3)cc2)CC1,-12.8,-1.9,-0.8,8.0,-0.9,5.9,18.9,-0.2,-5.2
CCCn1c(C(CO)Nc2nc(-c3cccc(Br)c3)cs2)nc2ccccc21 (centres undefined),-33.0,6.0,30.1,-3.3,1.6,37.6,38.7,-0.6,1.1
O=C(NC1CCCCC1)C(c1ccco1)N(C(=O)c1csnn1)c1cccc(Cl)c1 (centres undefined),2.4,-3.5,2.5,-5.6,-1.5,19.8,18.0,-0.5,-3.1
COc1ccc2nc(NC(=O)CSc3nc4cccnc4n3C)sc2c1,32.8,-0.2,13.8,-9.8,1.8,2.1,10.2,-0.4,-1.6
O=C(Cn1c(NCCCO)nc2ccccc21)c1ccc(Br)cc1,-4.1,0.1,-4.3,12.7,0.8,15.5,-7.6,2.1,-2.1
